Screens (PubChem)
IMPase inh – cell-permeable inhibitors of inositol monophosphatase (IMPase) | P97697 | CHO-M1 cells, IP1 accumulation, HTRF TR-FRET ratio | inhibition (IP1 accumulation), % at 46.1 µM | 120,000 tested, under 10 active | AID 901; active = well fitted curve in the direction sought with a large enough effect in the signal ratio, not every such curve was filed as active; inconclusive = small, poorly fitted or top-dose-only effect, or a change in a side signal; inactive = no such curve, though single readings can be large or run the other way; the % refers to the signal ratio;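 also: cells stimulated with carbachol in lithium chloride buffer; plate controls were DMSO basal wells for no effect and reference inhibitor wells for full effect; higher means more IMPase inhibition seen as more IP1 and lower FRET ratio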
Target sequence (P97697 whole entry, looked up): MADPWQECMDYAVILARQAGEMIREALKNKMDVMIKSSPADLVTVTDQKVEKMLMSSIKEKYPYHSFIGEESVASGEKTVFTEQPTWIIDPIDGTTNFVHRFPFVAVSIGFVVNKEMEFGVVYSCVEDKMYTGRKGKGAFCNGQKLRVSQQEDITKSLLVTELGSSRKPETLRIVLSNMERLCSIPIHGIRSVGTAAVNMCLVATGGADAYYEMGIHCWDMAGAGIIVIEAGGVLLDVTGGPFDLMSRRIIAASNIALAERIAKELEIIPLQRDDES
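Measured: the HTRF emission ratio (665/620 nm) plus the 620 nm donor channel, each fitted to the Hill equation to give AC50. Cells were CHO-M1 given compounds up to 46 uM and a 30 min carbachol stimulation at 37C.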
ALOX15B inhib – inhibitors of human 15-lipoxygenase 2 (ALOX15B). Potency, µM (top dose mostly 57.1 µM), without a hit: at the highest dose activity change, negative = inhibition, hits mostly inhibitors. O15296. AID 881. hit rate 0.56% among 110,000. purified 15hLO-2, xylenol orange hydroperoxide absorbance; also: potency is read from the fitted curve at half-maximal effect; nearly all actives have a fitted effect of over 60% in size; many of its hits are not listed in these tables
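Screening format was qHTS against 50 nM purified 15hLO-2 in Hepes pH 7.5 with detergent. Activity follows hydroperoxide formation from 45 uM arachidonic acid, measured as 573:405 nm absorbance ratio of the ferric-xylenol orange complex.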
ALOX12 inhib – 12-hLO (ALOX12) enzyme inhibition. purified 12-hLO, xylenol orange hydroperoxide absorbance. Potency, µM (highest dose often 57.1 µM), without a hit: at the top dose activity change, negative = inhibition, hits mostly inhibitors. hit rate 0.12% among 150,000. AID 1452; also: potency is read from the fitted curve at half-maximal effect; nearly all actives have a fitted effect of over 55% in size; many of its hits are not listed in these tables
Target sequence (P18054 whole entry, looked up): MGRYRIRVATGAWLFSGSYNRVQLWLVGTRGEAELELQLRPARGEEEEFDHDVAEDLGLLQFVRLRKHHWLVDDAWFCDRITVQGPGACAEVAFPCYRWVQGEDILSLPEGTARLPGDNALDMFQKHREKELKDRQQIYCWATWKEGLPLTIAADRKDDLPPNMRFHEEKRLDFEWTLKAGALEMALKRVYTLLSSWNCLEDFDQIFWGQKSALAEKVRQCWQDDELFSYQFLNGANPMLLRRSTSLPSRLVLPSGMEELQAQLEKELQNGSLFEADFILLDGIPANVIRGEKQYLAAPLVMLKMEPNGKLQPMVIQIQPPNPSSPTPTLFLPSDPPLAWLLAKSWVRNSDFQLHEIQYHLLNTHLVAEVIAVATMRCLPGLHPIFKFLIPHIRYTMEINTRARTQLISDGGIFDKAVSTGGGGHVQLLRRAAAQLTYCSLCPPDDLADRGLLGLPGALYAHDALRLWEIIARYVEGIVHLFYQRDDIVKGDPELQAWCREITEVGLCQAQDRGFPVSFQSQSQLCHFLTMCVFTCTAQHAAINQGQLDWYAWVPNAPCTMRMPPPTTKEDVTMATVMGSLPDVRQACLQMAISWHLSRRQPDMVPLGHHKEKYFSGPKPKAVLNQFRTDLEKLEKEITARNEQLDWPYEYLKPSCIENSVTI
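150 nM 12hLO, 25 mM Hepes pH 7.0 + 0.01% Triton X-100; cpd preinc 15 min RT; 40 uM arachidonic acid, 30 min RT; Fe-XO 30 min; A573/A405 ratio as read-out.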
PNC inhibitor – blocks assembly of the perinucleolar compartment | AID 2417 | hit rate 3.1% among 140,000 | activity change (PNC), negative = inhibition, % at 10 µM | PC3M PTB-GFP, PNC prevalence imaging, 16 h; stronger effect = lower value;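 active = readout at or below -70, meaning at least 70% loss of cells showing the perinucleolar compartment, a nuclear body marking cancer cells; inconclusive = readout between -30 and a set limit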;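 also: plate controls were DMSO wells for no effect and camptothecin positive control wells for full effect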
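PC3M cells stably expressing PTB-GFP, 750–1000 cells/well, treated 16 h at 37 °C with compound (23 nl of library stock), in duplicate. After paraformaldehyde fixation and Hoechst stain, imaged at 20x; PNC prevalence scored by image analysis.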
Starred values were filed as active, the others as inactive; ? = inconclusive; . = not tested or not shown; [ ] = another dose, or the depositor's remark. Unless noted, calls follow the shape of the dose curve; as a rule, active = well fitted curve in the direction sought with a large enough effect; inconclusive = small, poorly fitted or top-dose-only effect, or another doubt; inactive = no such curve, though single readings can be large; an effect the other way counts as inactive or inconclusive. Unless noted, % is scaled to controls: 0 for no effect and ±100 for the full control effect. An excerpt; count on the stated rates, not on these rows.

Order of values: IMPase inh, ALOX15B inhib, ALOX12 inhib, PNC inhibitor
> Cc1ccccc1N1CCN(Cc2c[nH]c3ccccc23)CC1
    0, 35%[activator], -9%, 15
> COC(=O)[C@@]1(Cc2ccc(F)cc2)[C@H]2c3cc(C(=O)N(C)C)n(Cc4ccc(O)c(OC)c4)c3C[C@H]2CN1C(=O)c1ccccc1
    ., ?, -10%, .
> O=C(CCc1ccc(S(=O)(=O)NCc2ccccc2)cc1)NCc1ccco1
    ., ., -3%, 2
> COc1ccc(CN=C(NS(=O)(=O)c2cccs2)SC)cc1
    16, ., -5%, ?
> O=C(Cc1ccccc1[N+](=O)[O-])NCc1ccc(Cl)cc1
    ., ., -5%, 13
> Cc1ccc(-c2nc(C3CCCN(S(=O)(=O)c4ccc(C)cc4)C3)no2)cc1 (stereo not given)
    8, 6%, -5%, 28
> O=C(Nc1nc2ccccc2c2nc3ccccc3n12)c1ccc(F)cc1
    ., ., 0%, ?
> CCC(C)(C(=O)NC1CCCC1)N(C(C)=O)c1ccc(C)cc1 (stereo not given)
    8, -1%, 7%, 31
> Cc1ccnc(NC(=O)Nc2cccc(F)c2)c1
    -2, 1%, -3%, 13
> CCOC(=O)N1CCC2(CC1)C(C#N)=C(N)OC1=C2C(=O)CC(C)(C)C1
    -1, -1%, 2%, ?
> Nc1c(C(=O)NCc2ccco2)nnn1Cc1ccccc1
    5, 6%, -2%, 35
> CCOC(=O)C1=C(CS(=O)(=O)c2ccccc2)NC(=O)NC1c1ccccc1OCC (stereo not given)
    10, 8%, 0%, 11
> COc1ccc(NC(=O)CSc2nnc(CNC(=O)c3ccco3)n2-c2ccccc2OC)cc1
    -11, -6%, -2%, -17
> CCc1ccc(NC(=O)N(CCOC)C2CCN(C(C)=O)CC2)cc1
    -7, 2%, 1%, -25
> CCOC(=O)C1=C(c2ccccc2)N=c2s/c(=C\c3ccc(O)cc3)c(=O)n2C1c1cccs1 (stereo not given)
    -1, ?, -2%, 21
> O=C(CN1CCCC(O)C1)N1c2ccccc2Sc2ccc(C(F)(F)F)cc21 (stereo not given)
    14, 18%, -6%, -13
> O=C(c1ccccc1)c1cccn1CC(=O)N1CCN(c2ccccc2)CC1
    -4, -7%, 3%, 24
> C/C(N)=C(/C#N)C(=O)CSc1nc(C2CCCCC2)n(-c2ccccc2)n1
    3, 12%, -10%, 6
> CCCCCSc1nc2c(c(=O)[nH]c(=O)n2C)n1C(C)C
    -3, ., 5%, -119*
> Cc1ccc(CNC(=O)C2CC(=O)OC23CCCC3)c(C)c1 (stereo not given)
    -3, ., 1%, 18
> Cn1c(COc2nnc(-c3ccc(Cl)cc3)c3ccccc23)nc2ccccc21
    9, 31%[activator], -15%, -3
> COc1cccc(/C=C/c2ccncc2)c1OC
    11, 13%, -7%, -30
> COc1cccc(N2CC(C(=O)OC(C)C(=O)c3ccccc3)CC2=O)c1 (stereo not given)
    -14, 0%, 3%, 15
> COc1ccc(OC)c(S(=O)(=O)N2CCCCC2C(=O)N2CCN(c3ccccn3)CC2)c1 (stereo not given)
    ., ., -1%, -2
> CCC(=O)N/N=C(\C)CC(=O)Nc1cccc([N+](=O)[O-])c1
    ., ., -2%, 14
> CCOC(=O)Cn1nc(-c2ccccc2)c2cnc3ccc(C)cc3c21
    ., ., 0%, 17
> COc1ccc(N/C(N)=N/c2nc(CSc3ccc(Cl)cc3)cc(=O)[nH]2)cc1
    3, 10%, -3%, -24
> O=C(CC(Sc1ccccc1)c1cccs1)c1ccco1 (stereo not given)
    -7, -5%, -19%, ?
> CCc1cc2c(=O)c(-c3cnn(-c4ccccc4)c3)c(C)oc2cc1OCC(=O)Nc1cccc(C)c1
    ., ., -1%, 47
> CC(=O)c1c(C)[nH]c(C(=O)NCCc2cccc(C)c2)c1C
    0, -3%, -1%, ?

18 neighbouring compounds out of the list so far:
Order of values: IMPase inh, ALOX15B inhib, ALOX12 inhib, PNC inhibitor
> CCOC(=O)N1CCC2(CC1)C(C#N)=C(N)OC1=C2C(=O)CC(C)(C)C1
    -1, -1%, 2%, ?
> Nc1c(C(=O)NCc2ccco2)nnn1Cc1ccccc1
    5, 6%, -2%, 35
> CCOC(=O)C1=C(CS(=O)(=O)c2ccccc2)NC(=O)NC1c1ccccc1OCC (stereo not given)
    10, 8%, 0%, 11
> COc1ccc(NC(=O)CSc2nnc(CNC(=O)c3ccco3)n2-c2ccccc2OC)cc1
    -11, -6%, -2%, -17
> CCc1ccc(NC(=O)N(CCOC)C2CCN(C(C)=O)CC2)cc1
    -7, 2%, 1%, -25
> CCOC(=O)C1=C(c2ccccc2)N=c2s/c(=C\c3ccc(O)cc3)c(=O)n2C1c1cccs1 (stereo not given)
    -1, ?, -2%, 21
> O=C(CN1CCCC(O)C1)N1c2ccccc2Sc2ccc(C(F)(F)F)cc21 (stereo not given)
    14, 18%, -6%, -13
> O=C(c1ccccc1)c1cccn1CC(=O)N1CCN(c2ccccc2)CC1
    -4, -7%, 3%, 24
> C/C(N)=C(/C#N)C(=O)CSc1nc(C2CCCCC2)n(-c2ccccc2)n1
    3, 12%, -10%, 6
> CCCCCSc1nc2c(c(=O)[nH]c(=O)n2C)n1C(C)C
    -3, ., 5%, -119*
> Cc1ccc(CNC(=O)C2CC(=O)OC23CCCC3)c(C)c1 (stereo not given)
    -3, ., 1%, 18
> Cn1c(COc2nnc(-c3ccc(Cl)cc3)c3ccccc23)nc2ccccc21
    9, 31%[activator], -15%, -3
> COc1cccc(/C=C/c2ccncc2)c1OC
    11, 13%, -7%, -30
> COc1cccc(N2CC(C(=O)OC(C)C(=O)c3ccccc3)CC2=O)c1 (stereo not given)
    -14, 0%, 3%, 15
> COc1ccc(OC)c(S(=O)(=O)N2CCCCC2C(=O)N2CCN(c3ccccn3)CC2)c1 (stereo not given)
    ., ., -1%, -2
> CCC(=O)N/N=C(\C)CC(=O)Nc1cccc([N+](=O)[O-])c1
    ., ., -2%, 14
> CCOC(=O)Cn1nc(-c2ccccc2)c2cnc3ccc(C)cc3c21
    ., ., 0%, 17
> COc1ccc(N/C(N)=N/c2nc(CSc3ccc(Cl)cc3)cc(=O)[nH]2)cc1
    3, 10%, -3%, -24

(further entries)
Order of values: IMPase inh, ALOX15B inhib, ALOX12 inhib, PNC inhibitor
> CCCCCCCCCCCCCCSCC(=O)O
    4, ?, -3%, .
> c1ccc(COc2ccc(CNn3cnnc3)cc2)cc1
    9, -1%, 2%, -19
> C=CCn1c(SCc2ccc(C(=O)OC)cc2)nnc1-c1sc(N)nc1C
    ., ., -6%, ?
> Cc1csc2ncc(C(=O)Nc3ccc4c(c3)OCCO4)c(=O)n12
    -1, -5%, -3%, 35
> O=C(c1cnccn1)N1CCN(S(=O)(=O)c2ccc3ccccc3c2)CC1
    -7, -2%, 8%, 18
> COc1ccccc1NS(=O)(=O)c1cccc(NC(=S)NCCN2CCOCC2)c1
    ., ., -2%, ?
> C=CCn1c(=O)c2ccc(C(=O)NCc3ccccc3)cc2n(Cc2ccccc2Cl)c1=O
    ., ., -1%, 13
> CCN(CC)CCN1C(=O)c2ccccc2NC1c1cccc(F)c1 (stereo not given)
    4, 11%, -1%, ?
> O=C(Nc1ccccc1F)c1cc(S(=O)(=O)N2CCCCC2)cs1
    7, -1%, -3%, -27
> CCN(CC)S(=O)(=O)c1ccc2c(c1)c(=O)c(C(=O)N1CCN(c3ccccc3)CC1)cn2C
    -6, ., 3%, 35
> O=S(=O)(NCCOc1ccccc1)c1ccc2ccccc2c1
    3, -2%, -2%, ?
> O=C(CN1C(=O)/C(=C2\SC(=S)N(C3CCS(=O)(=O)C3)C2=O)c2ccccc21)Nc1ccccc1 (stereo not given)
    -3, ., 0%, -2
> Cc1ccc(NC(=O)c2cc(NC(=O)c3ccco3)ccc2N2CCOCC2)cc1
    9, -13%, -2%, 6
> O=C(NCCc1ccccc1)c1oc2ccccc2c1COc1ccccc1
    ., ., -3%, ?
> CC(=O)c1ccc(-n2nnnc2SCC(=O)Nc2cccc(NC(=O)c3ccco3)c2)cc1
    3, -14%, -12%, 88
> Cc1ccc2oc(=O)c3cc(C(=O)Nc4cc(-c5cccc(F)c5)no4)sc3c2c1
    ., ., 1%, 46
> CCOC(=O)N1CCN(C(=O)CSc2ncnc3ccccc23)CC1
    0, ., 4%, 30
> Cc1cccc(OCc2nnc(SCC(=O)Nc3ccc(C)c(Cl)c3)o2)c1
    1, -1%, -8%, -18
> COc1cc(/C=N/NC(=S)NCCN2CCOCC2)cc(OC)c1OC
    ., ., -1%, 1
> Cc1cccc(OCCNC(=O)c2cc(-n3cnnc3)ccc2Cl)c1
    8, 2%, 5%, 45
> Cc1ccccc1-n1c(SC(C)C(N)=O)nnc1-c1cccnc1 (stereo not given)
    8, 9%, 1%, -7
> COc1cc(C2C(C(=O)c3cccs3)=C(O)C(=O)N2c2cc(C)on2)ccc1O (stereo not given)
    -4, -6%, 11%, ?
> CSc1ccc(S(=O)(=O)Nc2ccc(F)cc2)cc1
    6, 2%[2.29 µM], -5%, ?
> CCCn1c(-c2ccc(F)cc2)nc2c(N3CCN(CCC(=O)OCC)CC3)nc(C)nc21
    ., 32%[activator], 2%, .
> Cc1nc(N)sc1N=Nc1ccc(F)cc1
    4, 22%, ?, 28
> O=C(O)c1cccc(N/N=C/c2cc(Br)cc(Br)c2O)c1
    ., ., -3%, ?
> COc1ccc(C2C=C(c3ccc(Br)cc3)Nc3nc(NS(C)(=O)=O)nn32)cc1 (stereo not given)
    -28, -21%, -6%, 34
> O=C(NC12CC3CC(CC(C3)C1)C2)N1CCCC(CO)C1 (stereo not given)
    -2, 3%, 4%, ?
> N#Cc1c(-c2ccco2)cc(-c2cccnc2)nc1N
    12, ?, -7%, 22
> CSc1nc2sc3c(c2c(=O)[nH]1)CCC3
    ., ., -2%, -16
> CS(=O)(=O)N1CCN(C(=O)c2ccc(F)cc2)CC1
    ?, -3%, -2%, 15
> COc1cc2c(cc1NC(=O)COC(=O)C(CCSC)NC(=O)c1ccccc1Cl)oc1ccccc12 (stereo not given)
    ., ., 1%, -6
> Cc1ccc2oc(=S)n(C)c2c1
    ., ., 1%, 44
> N#CC1=C(N)Oc2ccc3ccc(O)cc3c2C1c1cccnc1 (stereo not given)
    -10, -9%, -2%, -20
> CCCCc1c(O)nc2sccn2c1=O
    ., ., 6%, 19
> O=c1ccnc(SCc2ccccc2Cl)[nH]1
    17, -1%, -7%, 22
> Cc1ccc(C(=O)N2CCC(C)CC2)cc1C
    8[0.0738 µM], ., -4%, 16
> Nc1ccc(C(O)(C(F)(F)F)C(F)(F)F)cc1
    0, 0%, 6%, 21
> COc1ccccc1-n1cnnc1SCC(=O)N1CCN(S(=O)(=O)c2ccccc2)CC1
    -3, -3%, 3%, -17
> CCN1CCN(c2nc(Nc3ccccc3)nc(N)c2[N+](=O)[O-])CC1
    ., ., 2%, 1
> CCCOc1ccc(-c2nc(C#N)c(NCC3CCCO3)o2)cc1 (stereo not given)
    -6, -4%, -1%, 3
> O=S(=O)(NCc1ccc2c(c1)OCO2)c1ccc2c(c1)oc1ccccc12
    9, -25%, -13%, 21
> CCCN1C(=O)c2ccc(C(=O)NC3=NCCS3)cc2C1=O
    -2, 1%, -1%, -27
> CCN(CC)C(=O)CSc1nnc([C@H](Cc2c[nH]c3ccccc23)NC(=O)OC(C)(C)C)o1
    3, -5%, -13%, 16

A second format for some results above:
IMPase inh | ALOX15B inhib | ALOX12 inhib | PNC inhibitor | SMILES
? | -3% | -2% | 15 | CS(=O)(=O)N1CCN(C(=O)c2ccc(F)cc2)CC1
. | . | 1% | -6 | COc1cc2c(cc1NC(=O)COC(=O)C(CCSC)NC(=O)c1ccccc1Cl)oc1ccccc12 (stereo not given)
